# From PubChem BioAssay
# CHT allo act – human CHT allosteric activation | Q9GZV3 | AID 488977 | 0.49% of 310,000 active | CHT-expressing cells, membrane potential dye, choline EC20; stronger effect = higher value; LV-AA mutant CHT in HEK293 cells | B-score at 10 µM;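 active means initial fluorescence not abnormally high and integrated response B-score, plate-corrected, over 3 SD above library mean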
# Target sequence (Q9GZV3 whole entry, looked up): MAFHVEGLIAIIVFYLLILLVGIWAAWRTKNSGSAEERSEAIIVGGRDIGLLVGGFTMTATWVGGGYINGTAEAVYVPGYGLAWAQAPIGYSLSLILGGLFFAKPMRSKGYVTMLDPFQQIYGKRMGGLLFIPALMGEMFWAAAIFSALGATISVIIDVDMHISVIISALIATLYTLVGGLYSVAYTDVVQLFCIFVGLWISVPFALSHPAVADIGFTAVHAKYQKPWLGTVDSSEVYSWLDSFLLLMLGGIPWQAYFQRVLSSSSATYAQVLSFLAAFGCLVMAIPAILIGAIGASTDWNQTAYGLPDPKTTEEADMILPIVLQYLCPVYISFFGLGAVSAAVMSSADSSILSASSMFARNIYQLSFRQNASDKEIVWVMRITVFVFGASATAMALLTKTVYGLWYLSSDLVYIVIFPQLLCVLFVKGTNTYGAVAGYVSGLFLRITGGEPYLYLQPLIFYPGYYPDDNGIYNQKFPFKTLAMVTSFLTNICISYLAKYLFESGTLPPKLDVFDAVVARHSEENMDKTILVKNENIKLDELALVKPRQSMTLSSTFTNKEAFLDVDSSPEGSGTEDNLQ
# CHT block – inhibitors of human choline transporter CHT; Q9GZV3; CHT-expressing cells, membrane potential dye, choline response; stronger effect = lower value; B-score at 10 µM; 0.86% of 310,000 active; AID 488975;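 active means B-score over 3 SD under the library average, and starting fluorescence ratio not unusually high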;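 further: choline stimulus applied at its EC90 after an EC20 pre-addition; B-score computed on integrated fluorescence ratio after choline addition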
# An asterisk follows results filed as active; i = inactive.
# Sequence of screens – CHT allo act, CHT block
> CCOC(=O)C1CCN(c2cc3c(cc2NC(=O)c2cc(OC)ccc2Br)n(C)c(=O)n3C)CC1
  i, i
> C/C(=N\NC(=O)c1cccnc1)c1cc(C)oc1C
  i, i
> O=C(c1ccc2c(c1)OCO2)N(CC1CCCO1)C1(C(=O)NC2CCCC2)CCCCC1 (stereo unspecified)
  i, i
> CC(C)(C)NC(=O)NC(=O)COC(=O)C1c2ccccc2Oc2ccccc21
  i, i
> O=C(Nc1cccnc1N1CCOCC1)c1cc2ccccc2oc1=O
  i, i
> Cc1cc(CNC(=O)C(C)Cc2ccccc2)nn1C (stereo unspecified)
  i, i
> O=C(N/N=C/c1ccc(N2CCOCC2)c([N+](=O)[O-])c1)c1ccc(F)cc1
  i, i
> Cc1ccc(NC(=O)C2C3CCCC2C3c2ccccc2)c(C)c1 (stereo unspecified)
  i, i
> CC1CCN(C(NC(=O)c2ccco2)C(=O)c2ccccc2)CC1 (stereo unspecified)
  i, i
> N#CCSc1nc2[nH]ncc2c(=O)n1-c1ccccc1Br
  i, i

# Continuation.
# Sequence of screens – CHT allo act, CHT block
> Cc1nn(CC(=O)NCC(C)c2ccccc2)c(=O)c2cc3occc3n12 (stereo unspecified)
  i, i
> Cc1ccc(C)c(NC(=S)NC(NC(=O)N(C)C)C(Cl)(Cl)Cl)c1 (stereo unspecified)
  i, i
> O=C(Cn1cnc([N+](=O)[O-])c1)NCCc1ccccc1
  i, i
> Cc1c(Cl)cccc1NC(=S)NN1CCOCC1
  i, i
> N#C/C(=C/c1ccc(N2CCCCCC2)o1)c1ccc(F)cc1
  i, i
> Cc1ccc(C)c(OCc2cc(C(=O)N3CCc4sccc4C3)no2)c1
  i, i
> COc1cccc(-c2csc3nc[nH]c(=O)c23)c1
  i, i
> CCOC(=O)C1CCCCN1Cc1cn(C)nc1-c1ccccc1F (stereo unspecified)
  i, i
> O=C(CCl)Nc1sccc1C(=O)c1ccccc1
  i, i
> C[C@H](CCC(=O)NCC(=O)O)[C@H]1CC[C@H]2[C@@H]3[C@H](O)C[C@@H]4C[C@H](O)CC[C@]4(C)[C@H]3C[C@H](O)[C@]12C
  i, i

# (next part)
# Sequence of screens – CHT allo act, CHT block
> CCN(CC)S(=O)(=O)c1ccc(C(=O)NCc2n[nH]c(=S)n2-c2ccccc2OC)cc1
  i, i
> Cc1ccc(-n2c(-c3ccccc3)c[n+]3c2CCc2ccccc2-3)c(C)c1
  i, i
> Cn1cccc1C(=O)NNC(=O)COc1ccc(Br)cc1
  i, i
> Nc1ccc(C(=O)N(CCO)CCO)cc1
  i, i
> O=C(C(Sc1ccccc1)c1ccccc1)N1CCN(c2ccccc2)CC1 (stereo unspecified)
  i, i
> O=C(C1CCN(S(=O)(=O)c2ccccc2)CC1)N(CCc1ccccc1)Cc1ccco1
  i, i
> C/C(=N\Nc1nc2ccccc2[nH]1)c1ccc2c(c1)OCCO2
  i, i
> Cc1ccc(-c2cc(C(=O)N3CCN(C(=O)c4ccco4)CC3)[nH]n2)cc1C
  i, i
> COCCNC(=O)c1cc2sc3ccccc3c2s1
  i, i
> COc1ccc(Nc2cc(C(=O)NCc3ccco3)c3ccccc3n2)cc1
  i, i

# The list goes on.
# Sequence of screens – CHT allo act, CHT block
> O=C(c1cccc(C(=O)N2CCc3ccccc32)n1)N1CCc2ccccc21
  i, i
> COc1ccc2c(c1)CCNC2Cc1ccc(OC)c(O)c1 (stereo unspecified)
  i, i
> O=C(Cn1nc(Cc2cccnc2)c2ccccc2c1=O)Nc1cc(F)ccc1F
  i, i
> Cc1ccc(S(=O)(=O)NC(CC(C)C)C(=O)Nc2ccncc2)cc1 (stereo unspecified)
  i, i
> C/C(Cn1nc([N+](=O)[O-])cc1C)=N\NC(=O)COc1ccc(Cl)cc1Cl
  i, i
> Cc1ccc(NC(=O)c2ccn(C(=O)Nc3ccccc3)n2)c(C)c1
  i, i
> CCN1C(=O)CC(N2CCN(c3ccc(Cl)cc3)CC2)C1=O (stereo unspecified)
  i, i
> Cc1ccc(/C=N/NC(=O)CNC(=O)c2ccc(S(=O)(=O)N3CCCC3)cc2)o1
  i, i
> CN(CCC1CCOCC1)C(=O)CC1C(=O)NCCN1CC1CCCCC1 (stereo unspecified)
  i, i
> NS(=O)(=O)c1ccc(NCc2cc(Cl)ccc2OCc2ccc(F)cc2)cc1
  i, i

# (cont.)
# Sequence of screens – CHT allo act, CHT block
> O=C(CSc1nc2ccccc2c(=O)n1-c1ccc(Cl)cc1)N/N=C/C=C/c1ccccc1[N+](=O)[O-]
  7.7*, i
> Cc1ccc(C(=O)c2ncc[nH]2)cc1
  i, i
> O=C(NCCS(=O)(=O)NCc1ccco1)c1ccccc1
  i, i
> O=[N+]([O-])c1ccc(O)c(C=Nc2cccc3ncccc23)c1
  i, i
> Cc1c(CC(=O)N2CCC(C(=O)O)CC2)c(=O)oc2cc3c(cc12)CCC1(CCCCC1)O3
  i, i
> O=C(c1nc2ccccn2c1CN1CCCC(OCc2ccccc2)C1)N1CCCC1 (stereo unspecified)
  i, i
> Cc1nonc1C(=O)N/N=C/c1cc2c(cc1Br)OCO2
  i, i
> COc1ccc(N2C(=O)c3ccc(C(=O)Nc4ccccc4OC)cc3C2=O)cc1
  i, i
> Cc1cc(NC(=O)CCC(=O)N(CC(=O)NC2CCCC2)c2ccc(F)cc2)no1
  i, i
> Cc1ccc(CC(=O)NCC(O)c2ccccc2)cc1 (stereo unspecified)
  i, i

# Following part:
# Sequence of screens – CHT allo act, CHT block
> CCCNC(=O)c1cccc(COc2ccccc2OC)c1
  i, i
> O=C(OCCN1C(=O)c2cccc3c(N4CCOCC4)ccc(c23)C1=O)c1ccccc1Cl
  i, i
> CSCCC(NC(=O)c1ccc(Cl)cc1Cl)C(=O)NNC(=O)c1csc(N2CCOCC2)n1 (stereo unspecified)
  i, i
> Cc1ccccc1NC(=O)C(Cc1ccccc1)n1cccc1 (stereo unspecified)
  i, i
> CCOC(=O)N1CCN(Cc2nc3c(c(=O)[nH]c(=O)n3C)n2Cc2cc(C)ccc2C)CC1
  i, i
> Cc1ccccc1C(=O)N1CCN(c2ccc([N+](=O)[O-])c(NCc3cccnc3)c2)CC1
  i, i
> COc1ccc2c(c1)C=CC1(O2)N(CCO)c2ccccc2C1(C)C (stereo unspecified)
  i, i
> CCc1nn(CCCC(=O)NC(C)c2ccccc2)c(=O)c2cc3occc3n12 (stereo unspecified)
  i, i
> CC(=O)Nc1ccc(Oc2ccc([N+](=O)[O-])cc2Cl)cc1
  i, i
> Cc1ccc(Cn2c(CN3CC(C)OC(C)C3)nc3c2c(=O)[nH]c(=O)n3C)cc1 (stereo unspecified)
  i, i

# Next part:
# Sequence of screens – CHT allo act, CHT block
> O=[N+]([O-])c1cc(Br)cc(/C=N/n2cnnc2)c1O
  i, i
> CCC1(C(=O)OC)NC(c2ccco2)C2C(=O)N(c3ccc(C)cc3)C(=O)C21 (stereo unspecified)
  i, i
> c1ccc(C2CCCN(Cc3nc(CC4CC4)no3)CC2)cc1 (stereo unspecified)
  i, i
> O=C(C1CCC(Cn2c(=S)[nH]c3ccccc3c2=O)CC1)N1CCOCC1 (stereo unspecified)
  i, i
> O=c1cc(-c2ccc(O)cc2)oc2ccc(O)cc12
  i, i
> O=C(NCc1ccco1)C(=O)c1cn(CC(=O)N2CCCC2)c2ccccc12
  i, i
> COC(=O)C/C(N)=C(\C#N)C(=O)OC
  i, i
> CCCn1ncc(CN2CCN(Cc3ccsc3)C(CCO)C2)c1C (stereo unspecified)
  i, i
> CCC(C)n1c(OC)nc2c1c(=O)n(C)c(=O)n2C (stereo unspecified)
  i, i
> Nc1cc(=O)[nH]c(SCC(=O)Nc2ccc([N+](=O)[O-])cc2)n1
  i, i

# Some of the entries so far, field by field:
O=C(C1CCN(S(=O)(=O)c2ccccc2)CC1)N(CCc1ccccc1)Cc1ccco1
  CHT allo act: i | CHT block: i

CCOC(=O)N1CCN(Cc2nc3c(c(=O)[nH]c(=O)n3C)n2Cc2cc(C)ccc2C)CC1
  CHT allo act: i | CHT block: i

O=c1cc(-c2ccc(O)cc2)oc2ccc(O)cc12
  CHT allo act: i | CHT block: i

# Going on with the list:
# Sequence of screens – CHT allo act, CHT block
> Cc1nc(N2CCN(S(=O)(=O)c3ccc(F)cc3)CC2)c2c(-c3cccs3)csc2n1
  i, i
> O=C(CSc1nnc(-c2ccccc2)n1-c1ccc(Cl)cc1)NC1CCS(=O)(=O)C1 (stereo unspecified)
  i, i
> CCOc1ccc(C(=O)NCc2ccccc2OC)cc1
  i, i
> COc1cc(OC)cc(C(=O)N2c3ccc(F)cc3CCC2C)c1 (stereo unspecified)
  i, i
> CCOC(=O)C1CCN(C(=O)COc2ccc([N+](=O)[O-])cc2)CC1
  i, i
> CCc1nnc(NC(=O)CSc2nnc(CNc3ccc(F)cc3)n2C2CCCCC2)s1
  i, i
> COc1cc2c(cc1NC(=O)C(C)Sc1cccc[n+]1[O-])oc1ccccc12 (stereo unspecified)
  i, i
> O=S(=O)(Nc1nccs1)c1ccc(Cl)cc1
  i, i
> Cc1ccc(NC(=O)CSc2nn(-c3ccc(Cl)cc3)c(=S)s2)cc1S(=O)(=O)N(C)C
  i, i
> Cc1cc(SCC(=O)Nc2cccnc2Cl)nc2ccccc12
  i, i

# Next entries follow:
# Sequence of screens – CHT allo act, CHT block
> Cc1cccc(NS(=O)(=O)c2ccc3nc(-c4ccccc4)[nH]c3c2)c1C
  i, i
> Cc1ccc(S(=O)(=O)N2CCN(CC(O)COc3ccccc3)CC2)cc1 (stereo unspecified)
  i, i
> Cc1c(/C=N/NC(=O)CNc2ccccc2)c2ccccn2c1C(=O)c1ccccc1
  i, i
> CC(=O)c1c(C)[nH]c(C(=O)CSc2nnc(-c3ccccc3)n2Cc2ccc3c(c2)OCO3)c1C
  i, i
> N#C/C(=C\c1ccc(O)c(Br)c1)C(=O)NCc1ccccc1
  i, -6.4*
> O=C(CCn1nc(-c2ccc(Cl)cc2)ccc1=O)NCCCN1CCCCCC1
  i, i
> Clc1ccc(Cn2ncc3c(N4CCCCC4)ncnc32)cc1
  i, i
> COc1ccc(C(=O)N(C)C2CCN(C)CC2)cc1S(=O)(=O)Nc1cc(Cl)ccc1Cl
  i, i
> COc1ccc(CNC(=O)Nc2cc(C)ccc2C)cc1
  i, i
> COCCCn1ccc(O)c(Cc2ccc(F)cc2)c1=O
  i, i

# Other entries.
# Sequence of screens – CHT allo act, CHT block
> CC(c1ccccc1)C(CC(=O)O)C(=O)NC1CCCCC1 (stereo unspecified)
  i, i
> CCN1/C(=C/C=C/c2sc3ccccc3[n+]2CC)Sc2ccccc21
  i, i
> CCOC(=O)CCCc1ccc(/C(C)=N/NC(=S)NC)cc1
  i, i
> Cc1nn(CC(=O)N2CCOCC2)c(=O)c2nn(-c3ccccc3)c(C)c12
  i, i
> Cc1ccc(Cl)cc1N1CCN(S(=O)(=O)c2c(C)noc2C)CC1
  i, i
> COC(=O)CSC1=C(C#N)C(c2ccccc2)CC(=O)N1 (stereo unspecified)
  i, i
> COc1ccc(S(=O)(=O)CCC(=O)N(C)c2ccc(OC)cc2OC)cc1
  i, i
> COc1ccc2[nH]c3ccc(OC)cc3c2c1
  i, i
> CCOc1cc(C2C(C(=O)N3CCCCC3)=C(C)NC3=C2C(=O)CC(C)(C)C3)ccc1O (stereo unspecified)
  i, i
> N#Cc1ccc(CSc2nnc3ccccn23)cc1
  i, i

# Next part
# Sequence of screens – CHT allo act, CHT block
> COc1ccc(F)cc1C(=O)C1CCCN(C(=O)c2ocnc2C)C1 (stereo unspecified)
  i, i
> Cc1ccc2nc(-c3ccccc3)c(-c3ccccc3)nc2c1
  i, i
> Cc1cccc2c3c([nH]c12)CCNC3
  i, i
> CCOC(=O)N1CCC(NC(=O)c2cc(C(=O)NC3CCCC3)ccc2CO)CC1
  i, i
> CCOc1nc(C)cc(C)c1S(=O)(=O)c1cccc(C)c1
  i, i
> CCC1CCCCN1C(=O)Nc1cccc(NC(=O)N2CCCCC2CC)c1 (stereo unspecified)
  i, i
> CCN(CC)CCNc1nc(-c2ccccc2)nnc1C(F)(F)F
  i, i
> CN(C)C1(CNC(=S)Nc2ccccc2C(F)(F)F)CCCCC1
  i, i
> Clc1ccc2nc(SCc3nnc(-c4ccccc4)o3)[nH]c2c1
  i, i
> C=CCn1c(=O)n(C(=O)OCC)c2cc(Br)ccc21
  i, i

# Rewritten tab-delimited: 7 of the compounds above.
Compound	CHT allo act	CHT block
CCOC(=O)N1CCC(NC(=O)c2cc(C(=O)NC3CCCC3)ccc2CO)CC1	i	i
CCOc1nc(C)cc(C)c1S(=O)(=O)c1cccc(C)c1	i	i
CCC1CCCCN1C(=O)Nc1cccc(NC(=O)N2CCCCC2CC)c1 (stereo unspecified)	i	i
CCN(CC)CCNc1nc(-c2ccccc2)nnc1C(F)(F)F	i	i
CN(C)C1(CNC(=S)Nc2ccccc2C(F)(F)F)CCCCC1	i	i
Clc1ccc2nc(SCc3nnc(-c4ccccc4)o3)[nH]c2c1	i	i
C=CCn1c(=O)n(C(=O)OCC)c2cc(Br)ccc21	i	i

# More entries follow:
# Sequence of screens – CHT allo act, CHT block
> O=C(Nc1cccc(F)c1)C1CCN(C(=O)c2ccc(Cl)cc2)CC1
  i, i
> CCn1c(NCc2c[nH]c3ccccc23)nc2ccccc21
  i, i
> COc1ccc(C/C(C)=N\NC(=O)c2cn(C)c3ccccc23)cc1OC
  i, i
> CC(C)(C)c1ccc(C(=O)Nc2ccc(C(=O)N3CCOCC3)cc2)cc1
  i, i
> CCc1ccccc1N=C1SCC(=O)N1C
  i, i
> COC(=O)Nc1ccc(S(=O)(=O)N2CCN(c3ccc(F)cc3)CC2)cc1
  i, i
> Cc1c(NC(=O)c2ccc(S(=O)(=O)N(C)c3ccccc3)cc2)c(=O)n(-c2ccccc2)n1C
  i, i
> Cc1ccc(-n2nc3c(c2NC(=O)CCC2CCCCC2)CS(=O)C3)cc1 (stereo unspecified)
  i, i
> O=C(N/C(=C\c1cccnc1)C(=O)N1CCOCC1)c1ccco1
  i, i
> COc1ccc(N(C(=O)c2ccc(Br)o2)C2C=CS(=O)(=O)C2)c(OC)c1 (stereo unspecified)
  i, i
> CC(C)CCNC(=O)c1ccc2c(c1)N(Cc1ccccc1)C(=O)CS2=O (stereo unspecified)
  i, i
